S-ASM inh: inhibitors of human secretory acid sphingomyelinase | AID 504937 | Potency, µM (highest dose often 57.5 µM), inactives show at the highest dose activity change, negative = inhibition, most hits filed as inhibitors | placental ASM, HMU-PC fluorogenic substrate, 60 min | actives 0.006% (n = 340,000) | P17405; note: potency is the fitted concentration of half-maximal effect
Target sequence (P17405 47-631 limits assumed): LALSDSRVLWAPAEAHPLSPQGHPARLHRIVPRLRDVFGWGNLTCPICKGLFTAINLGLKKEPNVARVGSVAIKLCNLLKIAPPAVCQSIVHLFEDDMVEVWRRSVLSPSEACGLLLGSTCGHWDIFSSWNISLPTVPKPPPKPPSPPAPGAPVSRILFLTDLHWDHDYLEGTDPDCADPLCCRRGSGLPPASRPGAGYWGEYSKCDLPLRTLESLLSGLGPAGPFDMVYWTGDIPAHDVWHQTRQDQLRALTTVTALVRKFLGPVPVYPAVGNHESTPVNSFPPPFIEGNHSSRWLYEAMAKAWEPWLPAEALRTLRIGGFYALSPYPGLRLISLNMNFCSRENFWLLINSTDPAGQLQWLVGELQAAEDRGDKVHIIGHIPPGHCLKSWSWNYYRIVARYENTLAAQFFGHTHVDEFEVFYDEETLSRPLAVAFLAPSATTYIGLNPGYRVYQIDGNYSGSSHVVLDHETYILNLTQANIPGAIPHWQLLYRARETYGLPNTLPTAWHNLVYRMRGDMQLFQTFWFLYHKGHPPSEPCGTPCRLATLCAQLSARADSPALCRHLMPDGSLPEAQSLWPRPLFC
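Human placenta-derived ASM preincubated with compound 10 min at room temperature, then reacted with 9 uM (final) fluorogenic HMU-PC substrate for 60 min at 37 C. Stop solution raises pH to 10; fluorescence read at Ex 386/Em 447 nm.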
TSG101-PTAP inh: blocks PTAP/TSG101 interaction to inhibit HIV-1 budding; Q99816; Fluorescence polarization, FITC-PTAP peptide / Tsg101 binding; Potency, µM (highest dose often 115 µM), for inactives: top-dose activity change, negative = inhibition, most hits filed as inhibitors; 340,000 tested, under 10 active; AID 493005; active = well fitted inhibition curve with a large enough effect in the main read-out, with a control signal flat, not every such curve was filed as active; inconclusive = small, poorly fitted or top-dose-only effect, or effect the other way, or a change in a side signal; inactive = no such curve, though single readings can be large or run the other way; note: potency is the fitted concentration of half-maximal effect; % of control where 0% means no effect
Target sequence (Q99816 whole entry, looked up): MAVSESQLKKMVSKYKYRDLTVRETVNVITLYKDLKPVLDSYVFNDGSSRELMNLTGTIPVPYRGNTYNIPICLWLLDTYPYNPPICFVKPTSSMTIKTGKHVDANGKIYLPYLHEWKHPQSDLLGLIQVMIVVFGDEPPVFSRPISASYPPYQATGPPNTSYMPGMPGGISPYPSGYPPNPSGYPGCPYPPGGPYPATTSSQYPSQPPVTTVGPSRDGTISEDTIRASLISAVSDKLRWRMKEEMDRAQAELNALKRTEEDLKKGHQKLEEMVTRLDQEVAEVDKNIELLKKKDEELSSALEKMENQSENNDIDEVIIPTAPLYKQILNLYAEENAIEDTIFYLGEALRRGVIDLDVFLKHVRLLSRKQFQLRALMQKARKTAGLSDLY
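Tsg101 binding domain (10 uM final) was mixed with compound and a FITC-labeled PTAP peptide (50 nM final) in HEPES pH 7.5 buffer with NaCl, Tween 20, EDTA and TCEP; fluorescence polarization was read after 20 min at r.t.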
TSHR antag: human thyrotropin receptor antagonism; TSHR-expressing cells, TSH-stimulated cAMP HTRF, 2 h; stronger effect = lower value; P16473; actives 0.2% (n = 330,000); activity change, negative = inhibition, % at 11.5 µM;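 active = activity change below a set negative limit, meaning inhibition stronger than a set level, cut at about -70% in these data; inconclusive = activity change between two set negative limits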; note: % is set by controls: 0 for no effect and ±100 for the full control effect
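Read-out is FRET at 665 nm (cryptate excitation 337 nm) from a cryptate-tagged anti-cAMP antibody, competed by cell cAMP against cAMP-d2. Compounds are tested on freshly harvested TSHR cells challenged with 4nM TSH (EC80) for 2 hours at 37 deg C.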
CXXC DNA block: MLL CXXC-DNA interaction inhibition. Q03164. MLL-CXXC / FITC-HOXA9 DNA fluorescence polarization. Potency, µM (titrated, usually from 115 µM), inactives show at the highest dose activity change, negative = inhibition, most hits filed as inhibitors. actives 0.037% (n = 290,000). AID 2662; active = well fitted inhibition curve with a large enough effect in the polarisation, with a control signal flat, not every such curve was filed as active; inconclusive = small, poorly fitted or top-dose-only effect, or effect the other way, or a change in a side signal; inactive = no such curve, though single readings can be large or run the other way; the % refers to the polarisation; note: potency is the fitted concentration of half-maximal effect
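Fluorescence polarization: 7 uM MLL-CXXC (stock) preincubated 5 min with compounds, then 50 nM fluorescein-HOX-A9 DNA (stock) added; 30 min ambient. Buffer 50 mM Tris-HCl pH 7.5, 50 mM NaCl, 1 mM DTT, 0.05% BSA.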
Menin-MLL TR inh: menin-MLL binding inhibition, Texas Red mutant peptide | O00255 | Menin + Texas Red MLL mutant peptide, fluorescence polarization | Potency, µM (highest dose often 61.6 µM), without a hit: top-dose FP activity change, negative = inhibition, most hits filed as inhibitors | actives 0.23% (n = 270,000) | AID 1768; active = well fitted inhibition curve with a large enough effect in the polarisation, with a control signal flat, not every such curve was filed as active; inconclusive = small, poorly fitted or top-dose-only effect, or effect the other way, or a change in a side signal; inactive = no such curve, though single readings can be large or run the other way; the % refers to the polarisation; note: potency is the fitted concentration of half-maximal effect; % of control where 0% means no effect; many of its hits are not listed in these tables
MBNL1-CUG inh: inhibitors of human MBNL1 binding to CUG repeat RNA | Potency, µM (highest dose often 57.5 µM), for the others: at the highest dose activity change, negative = inhibition, most hits filed as inhibitors | Q9NR56 | AID 2675 | TR-FRET MBNL1-His/biotin-(CUG)12 binding, 665/545 ratio | actives 0.036% (n = 280,000); active = well fitted inhibition curve with a large enough effect in the signal ratio, with a control signal flat, not every such curve was filed as active; inconclusive = small, poorly fitted or top-dose-only effect, or effect the other way, or a change in a side signal; inactive = no such curve, though single readings can be large or run the other way; the % refers to the signal ratio; note: potency is the fitted concentration of half-maximal effect; % is set by controls: 0 for no effect and ±100 for the full control effect
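TR-FRET between His-tagged MBNL1 and biotin-(CUG)12 RNA, detected with Tb anti-His antibody (0.055 ng/ul) and streptavidin-XL665 (5 nM), 60 min at room temperature. Compounds titrated 92 nM to 58 uM; 665/545 nm ratio normalized to buffer and complex controls.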
A-T KAP1 phos: candidate therapy for ataxia-telangiectasia; […] A-T fibroblasts, KAP-1 phosphorylation AlphaLISA; neocarzinostatin DNA damage 30 min before lysis; Potency, µM (titrated, usually from 57.5 µM), for inactives: at the top dose activation, actives largely listed as activators; actives 0.19% (n = 320,000); AID 485349; note: potency is the fitted concentration of half-maximal effect; % of control where 0% means no effect; nearly all actives have a fitted effect of over 45% in size
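ATM-like activity read as KAP-1 phosphorylation via AlphaLISA donor/acceptor antibody pairs after lysis and 6 hr at 25C. Cells were ATM-null patient fibroblasts ([…], hTERT), dosed 60 min, then exposed to the DSB inducer NCS for 30 min.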
TCR activator: activators of T cell receptors. primary human leukocytes, anti-CD3, IL-2 HTRF, 48 h. Potency, µM (titrated, usually from 9.22 µM), without a hit: top-dose activation of IL-2 secretion, usual class: activators. 330,000 tested, under 10 active. AID 504894; note: % of control where 0% means no effect
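Primary human leukocytes receive a-CD3 beads and test compound and are incubated 48 hr. Secreted IL-2 is then assayed by HTRF, measuring 665nm acceptor emission after 320nm excitation of the europium donor.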
Integrin act MD: activates integrin-mediated alleviation for muscular dystrophy. alpha7betagal myoblasts, beta-gal FDG fluorescence, 48 h. Potency, µM (top dose mostly 38.3 µM), without a hit: top-dose activation, actives largely listed as activators. actives 0.064% (n = 350,000). AID 624291;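 note: potency is the fitted concentration of half-maximal effect; 100% = response of the positive control SU9516; nearly all actives have a fitted effect of over 60% in size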
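alpha7betagal+/- myoblasts (passage 13, 250/well) treated 48 h at 37C with compounds at 1:260 dilution of DMSO stock. Lysed, then beta-galactosidase activity read as FDG fluorescence (ex 480/em 540) after 30 min, with pre-read for autofluorescence.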
Mito fusion act: blocks mitochondrial division or promotes mitochondrial fusion; actives 0.23% (n = 320,000); S. cerevisiae fusion-defective mutant growth rescue, CellTiterGlo 48 h; Potency, µM (titrated, usually from 46.1 µM), for inactives: at the highest dose growth rescue (activation), most hits filed as activators;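 note: potency is the fitted concentration of half-maximal effect; % of control where 0% means no effect; nearly all actives have a fitted effect of over 45% in size; temperature-sensitive fusion mutants such as fzo1-1 at 37 °C on non-fermentable ethanol glycerol medium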
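S. cerevisiae fusion-defective temperature-sensitive mutants (e.g. fzo1-1, mgm1-5) grown 48 h at 37C in YPEG (ethanol/glycerol non-fermentable) medium with 23 nl compound per well; growth rescue read as CellTiterGlo luminescence.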
Numbers without * were called inactive; ? = inconclusive; · = no result given; [ ] = dose if it differs, or a comment. Unless noted, calls come from the whole dose curve; as a rule, active = well fitted curve in the direction sought with a large enough effect; inconclusive = small, poorly fitted or top-dose-only effect, or another doubt; inactive = no such curve, though single readings can be large; an effect the other way counts as inactive or inconclusive. This is a subset; the hit share may differ from the screen's.

SMILES | S-ASM inh | TSG101-PTAP inh | TSHR antag | CXXC DNA block | Menin-MLL TR inh | MBNL1-CUG inh | A-T KAP1 phos | TCR activator | Integrin act MD | Mito fusion act
O=c1[nH]c(C2CCN(S(=O)(=O)c3ccccc3C(F)(F)F)CC2)nc2c1nnn2Cc1cccc(F)c1 | ? | -5% | -4 | 24% | 73%[activator] | 3% | -6% | -2% | -54%[inhibitor] | -5%
CCCCNC(=S)NC1CCCC1 | 7% | -1% | 14 | 11% | 11% | ? | 7% | -2%[46.1 µM] | 24% | -6%
COc1ccccc1NS(=O)(=O)c1cccc(C(=O)N/N=C/c2c(C)nn(-c3ccccc3)c2N2CCCC2)c1 | -2% | -3% | -8 | -9% | 7% | 18% | -4% | 3%[46.1 µM] | -20% | 0%
CN(C)c1cc2c(cc1NC(=O)c1ccccc1Cl)n(C)c(=O)n2C | 1% | 0% | -6 | -7% | -15% | -3% | 0% | -1% | 4% | -9%
CCCc1nc2ccccc2c(C(=O)OCC(=O)NC2CC2)c1CC | 1% | -3% | · | · | · | · | 5% | -1% | 35% | ·
CN(CCOc1ccc(Cl)cc1)CC(=O)Nc1ccc(OC(F)(F)F)cc1 | -21% | -9% | -4 | -9% | -10% | -2% | ? | 3% | 17% | -16%
COc1ccc(-n2nnc3c(=O)n(Cc4cccc(C)c4)cnc32)cc1 | -3% | -3% | -9 | -3% | 13% | -4% | -11% | -7% | 6% | 1%
CC(C)c1cc(C(=O)Nc2sc3c(c2C#N)CCC3)no1 | -2% | -2% | -16 | 0% | 26% | -3% | 1% | 5% | 3% | 8%
Cc1cc(N)c(-n2cc3c(=O)n(C)c(=O)n(C)c3c2)cc1C | 53%[activator] | -4% | 1 | -3% | -10% | 8% | 1% | 4% | 10% | 6%
Cc1nn(C)c(C)c1N1C(=O)c2cccc3c(Br)ccc(c23)C1=O | -7% | -7% | -7 | -11% | 6% | ? | · | -11%[46.1 µM] | -28% | 13%
CCOC(=O)NC(=O)CSc1nc2ccc(OCC)cc2[nH]1 | -1% | -4% | 20 | -1% | · | 4% | -7% | 2% | 11% | 1%
CCCN(CC(=O)Nc1ccc(F)c(F)c1F)C(=O)Cc1ccc(S(=O)(=O)N2CCOCC2)s1 | -1% | 3% | 8 | · | · | · | 10% | · | -16% | -5%
Cc1ccc(CNC(=O)[C@H](Cc2ccccc2)NC(=O)c2ccco2)cc1 | 0% | 0% | 2 | · | · | · | 0% | -3% | -18% | 0%
COc1cc(S(=O)(=O)N2CCOCC2)ccc1NC(=O)COC(=O)c1cc(OC)c(OC)c(OC)c1 | 3% | -6% | · | · | · | · | 2% | -10% | -10% | ·
COC(=O)c1c(NC(=O)c2ccccc2)sc(C(=O)c2ccccc2)c1C | -3% | -1% | 27 | 3% | 20% | 8% | 2% | -11% | -14% | 5%
c1ccc2c(c1)Oc1cccc3cccc-2c13 | · | 3% | 5 | 5% | · | 8% | 10µM* | 2% | -23% | 10%
O=C(O)[C@H]1CCCN1C(=O)c1ccccc1N1C(=O)[C@@H]2Cc3c([nH]c4ccccc34)C(c3cccc(Cl)c3)N2C1=O (stereo partly drawn) | 2% | -6% | -7 | -15% | 0% | -8% | -6% | -3% | 4% | -1%
O=C(Nc1cc(C(F)(F)F)ccc1-n1cncn1)c1ccc([N+](=O)[O-])o1 | 0% | -1% | 3 | · | · | · | 10% | -3% | -56%[inhibitor] | 25%
COc1cnc(-c2ccccn2)[nH]c1=O | 4% | -7% | 0 | 4% | -1% | · | -1% | 1% | 7% | -3%
CN1CCC(C(=O)N2CCCC(C(=O)c3ccc4c5c(cccc35)CC4)C2)CC1 (stereo not drawn) | -3% | -3% | -6 | -9% | -22% | 21% | -1% | 2% | 0% | -13%
Cc1ccccc1CN(C)CCS(=O)(=O)c1cc(Cl)ccc1Cl | 0% | -1% | 4 | 3% | 6% | -2% | 5% | 7% | -5% | -16%
COc1ccc(C(=O)NCc2nnc(SCC(=O)N3CCCc4ccccc43)o2)cc1OC | 1% | -3% | 34 | -2% | -1% | -7% | 10% | 8% | -4% | 10%
CCOC(=O)C1CCCN(C(=O)c2ccc(CS(=O)(=O)c3ccc(C)cc3)o2)C1 (stereo not drawn) | 0% | -2% | 4 | -8% | -1% | 4% | 0% | -1% | 26% | -1%
C/C(=N\NC(=O)CNc1cccc(Cl)c1C)c1cccs1 | -2% | 2% | 9 | -2% | 5% | -13% | 0% | 2% | 1% | -1%
CCN(CC)c1ccc(NC(=O)Nc2ccccc2)cc1 | -4% | -1% | -3 | 21% | ? | 4% | -10% | 0% | ? | -11%

Further structures.
SMILES | S-ASM inh | TSG101-PTAP inh | TSHR antag | CXXC DNA block | Menin-MLL TR inh | MBNL1-CUG inh | A-T KAP1 phos | TCR activator | Integrin act MD | Mito fusion act
CCN1C(=O)C(C(=O)c2ccccc2)SC1=S (stereo not drawn) | -3% | 0% | 7 | 35%[activator] | 40%[activator] | · | -7% | 11% | -12% | -13%
O=C(Nc1ccc(S(=O)(=O)N2CCc3ccccc32)cc1)c1ccc2c(c1)OCO2 | -11% | · | -25 | 35%[activator] | ? | ? | -2% | · | -34% | -1%
CN1CCN(NC(=O)/C=C/c2ccc(Br)cc2)CC1 | 4% | -11% | -8 | 2% | · | 31%[activator] | 19% | -6% | ? | 4%
Cc1cccc(Nc2c([N+](=O)[O-])cc(C(=O)N3CC(=O)Nc4ccccc43)cc2[N+](=O)[O-])c1 | ? | -5% | -15 | 9% | -20% | ? | -26% | -6% | 1% | 23%
CCOC(=O)C(=O)Cc1nc(OCc2ccccc2)cc(OCc2ccccc2)n1 | -1% | -4% | · | · | · | · | · | -3% | 10% | ·
CC(=O)Nc1ccc(-c2csc(Nc3ncccn3)n2)cc1 | -2% | 0% | -10 | -4% | ? | 0% | 2% | -1% | 25% | 3%
Cc1ccc(C(=O)N/C(=C\c2cccs2)C(=O)NCCCn2ccnc2)cc1 | 5% | 0% | 4 | 0% | -1% | 21% | 1% | -8%[46.1 µM] | -10% | 0%
CCn1nc(C(=O)Nc2nc3ccc(C)cc3s2)c2ccccc2c1=O | -1% | -1% | 5 | -4% | · | 0% | 7% | -1% | 3% | 5%
COc1ccc(OC)c(NC(=O)CSc2nnc(CNC(=O)c3ccccc3F)o2)c1 | -1% | -5% | 33 | 4% | · | -7% | 7% | -5% | 8% | 9%
COc1ccc(N2CCN(C(=O)COC(=O)c3cnccn3)CC2)cc1 | · | -5% | 7 | · | · | · | 1% | 2% | 14% | -1%
Cc1nc2c(sc(=S)n2Cc2ccco2)c(=O)n1CC(=O)Nc1ccccc1Cl | -2% | 0% | 6 | 9% | ? | 6% | -2% | -2% | 11% | 12%
OCC[C@H]1C[C@@H](O)[C@H](O)[C@@]2(Cc3ccccc3CCO2)O1 | 2% | 1% | -4 | · | · | · | 3% | 1% | -8% | -6%
CC1CCC/C(=C(\C#N)c2nc(-c3cc4ccccc4oc3=O)cs2)C1 (stereo not drawn) | 55%[activator] | 1% | 10 | 4% | -1% | -2% | 0% | -8%[46.1 µM] | -16% | 7%
CCCCNC(=O)CCn1nc(-c2ccc(C)cc2)c2ccccc2c1=O | 0% | -3% | -5 | -17% | ? | 10% | 9% | 4% | -11% | 22%
COc1ccc(N2C(=O)C3ON(C4SC(=S)N(C)C4(C)C)C(c4ccc(Cl)cc4)C3C2=O)cc1 (stereo not drawn) | -4% | 5% | 11 | 0% | -22% | -12% | 2% | -6%[46.1 µM] | 19% | -2%
N#Cc1ccc(C(=O)Nc2ccn(-c3ccccc3)n2)cc1 | -1% | 4% | 4 | 9% | 12% | · | 2% | -5%[46.1 µM] | 20% | -2%
CCOC(=O)c1ccc(NC(=O)C23CCC(C)(C(=O)O2)C3(C)C)cc1 (stereo not drawn) | -1% | -3% | 15 | -3% | -15% | -12% | 0% | 9% | 3%[7.66 µM] | 2%
O=C1C(=C(O)c2ccccc2)C(=O)c2ccccc21 | 2% | -9% | 24 | -1% | -7% | ? | 11% | -4% | 17% | 3%
Cc1cccc(NC(=O)Cn2c(O)c(N=NC(N)=S)c3ccccc32)c1 | -4% | -4% | -8 | 7% | · | -9% | 10% | -7% | -31% | 3%
O=Cc1ccc(OCc2ccc3ccccc3c2)cc1 | -3% | 0% | -4 | -13% | 9% | 1% | 1% | 9% | 24% | 1%
CCC1CN(C(=O)N2CCC(C(=O)NCc3ccco3)CC2)c2cc(C)ccc2O1 (stereo not drawn) | 6% | -8% | 2 | -4% | · | 3% | 2% | -2% | ? | -1%

Source: PubChem BioAssay (National Center for Advancing Translational Sciences (NCATS))
